# Apaf-1 inh: human Apaf-1 inhibition. 330,000 tested, 0.71% active. reconstituted apoptosome caspase-3 activity, DEVD-Rh110 fluorescence. O14727. AID 489030. inhibition, % at 20 µM; active = inhibition of at least 40% at 20 µM;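 also: plate controls were DMSO wells for no effect and DEVD-CHO caspase inhibitor wells for full effect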
#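 detection = Rh110 fluorescence intensity | test system = biochemical Apaf-1 apoptosome reconstitution | also added = cytochrome c and DEVD-Rh110 substrate | schedule = 30 min plus 50 min, RT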
# UBC13 polyUb: inhibitors of human UBC13 polyubiquitin chain formation | P61088 | TR-FRET | inhibition, % at 20 µM | 330,000 tested, 0.47% active; in the data active = inhibition above about 45%, passing the limit was not always enough
# Target sequence (P61088 whole entry, looked up): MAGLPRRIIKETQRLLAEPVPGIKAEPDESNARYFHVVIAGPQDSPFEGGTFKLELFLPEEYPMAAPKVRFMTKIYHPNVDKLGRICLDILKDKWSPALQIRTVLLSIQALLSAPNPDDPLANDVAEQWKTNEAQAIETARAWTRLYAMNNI
# SENP8 block: inhibitors of human SENP8 protease. Q96LD8. purified SENP8, Z-RLRGG-aminoluciferin cleavage, luminescence. inhibition, % at 10 µM. 330,000 tested, 1.2% active
# Target sequence (Q96LD8 whole entry, looked up): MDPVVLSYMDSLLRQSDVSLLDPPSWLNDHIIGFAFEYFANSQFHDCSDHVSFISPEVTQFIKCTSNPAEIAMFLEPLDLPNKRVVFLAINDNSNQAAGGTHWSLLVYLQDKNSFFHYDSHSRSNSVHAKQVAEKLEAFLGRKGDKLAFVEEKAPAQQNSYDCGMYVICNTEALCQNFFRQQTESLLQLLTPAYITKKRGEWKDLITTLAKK
# HKDC1 inh: HKDC1 (human) hexokinase inhibition; Q2TB90; recombinant HKDC1, G6PDH/diaphorase resazurin coupled fluorescence; 340,000 tested, 0.16% active; inhibition, % at 20 µM;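 active = inhibition above about 35% when tested at 20 µM, limit read from the data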;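 also: plate controls were DMSO wells with enzyme for no effect and DMSO wells lacking enzyme for full effect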
#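 Material – in-house recombinant HK5 (HKDC1) enzyme · Quantity – HKDC1 at 5 µg/mL · Buffer or medium – pH 8.0 Tris buffer with 10 mM MgCl2 · Reagent – glucose with 1 mM ATP · Dosing – single 20 µM dose · Times – reaction time 90 min, room temperature, protected from light · Technique – resorufin fluorescence at 613 nm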
# Jurkat NFkB inh: lowers PMA/ionomycin-induced NF-kB signal in Jurkat cells; AID 435003; inhibition, % at 4 µM; 330,000 tested, 0.53% active; PMA/ionomycin-induced NF-kB luciferase reporter, luminescence
# Gli-Sufu block: antagonists of Gli-Sufu signaling; Sufu-KO-LIGHT fibroblasts, Gli luciferase reporter luminescence; inhibition, % at 5 µM; 340,000 tested, 0.74% active;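 active = inhibition above about 55%, limit read from the data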;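 also: 0% = DMSO-treated cells and 100% = wells with medium but no cells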
# 697 NFkB inh: lowers PMA/ionomycin-induced NF-kB signal in 697 B cells | AID 435022 | 697 B-cell NF-kB luciferase reporter, 16 h | inhibition, % at 4 µM | 330,000 tested, 0.33% active; in the data active = inhibition above about 35%
# SENP7 inh: blocks the human protease SENP7 | recombinant SENP7, Z-RLRGG-aminoluciferin luminescence, 40 min | inhibition, % at 5 µM | 330,000 tested, 1.5% active | AID 434973;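 active = inhibition above about 50% at the single test dose, limit read from the data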;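 also: plate controls were DMSO with enzyme for no effect and no enzyme buffer wells for full effect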
# Target sequence (Q9BQF6 706-1050 limits assumed): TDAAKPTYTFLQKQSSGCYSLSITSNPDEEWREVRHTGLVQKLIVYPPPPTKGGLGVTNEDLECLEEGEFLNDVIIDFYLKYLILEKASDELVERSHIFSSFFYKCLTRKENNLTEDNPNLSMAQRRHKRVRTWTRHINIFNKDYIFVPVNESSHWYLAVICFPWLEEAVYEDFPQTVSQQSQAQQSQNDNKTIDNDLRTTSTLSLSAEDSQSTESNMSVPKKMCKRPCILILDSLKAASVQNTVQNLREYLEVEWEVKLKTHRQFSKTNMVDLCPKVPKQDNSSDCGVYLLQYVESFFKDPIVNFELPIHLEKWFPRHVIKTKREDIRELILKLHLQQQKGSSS
# * marks the source's active call; other numbers are inactive results; nt = not tested or not shown. Rule as the data show it, unless noted: active = inhibition above about 50%; inactive = the rest. An unsorted share of the library, and some 3.6% of all compounds hit somewhere here.
# The first 2 entries, to show the layout:
nr	Molecule	Apaf-1 inh	UBC13 polyUb	SENP8 block	HKDC1 inh	Jurkat NFkB inh	Gli-Sufu block	697 NFkB inh	SENP7 inh
1	CCOc1ccccc1NC(=O)C(OC(=O)c1ccc(N(C)C)cc1)c1ccccc1 (configuration not stated)	2	26	-6	-7	7	21	27	2
2	COc1ccc(CN2CCNC(=O)C2CC(=O)N(C)Cc2cc(C)no2)cc1OC (configuration not stated)	-13	4	0	-5	6	-5	15	4

# The list itself, from the first entry:
nr	Molecule	Apaf-1 inh	UBC13 polyUb	SENP8 block	HKDC1 inh	Jurkat NFkB inh	Gli-Sufu block	697 NFkB inh	SENP7 inh
1	CCOc1ccccc1NC(=O)C(OC(=O)c1ccc(N(C)C)cc1)c1ccccc1 (configuration not stated)	2	26	-6	-7	7	21	27	2
2	COc1ccc(CN2CCNC(=O)C2CC(=O)N(C)Cc2cc(C)no2)cc1OC (configuration not stated)	-13	4	0	-5	6	-5	15	4
3	CNC(=O)NC(=O)CSc1nc2cc(C(=O)OC)ccc2c(=O)n1-c1ccccc1	-15	-4	-7	-11	-1	-3	-3	6
4	Cc1cc(C)c(C)c(S(=O)(=O)N2CCSCC2)c1C	-7	4	0	-4	6	-1	9	0
5	O=C(NCc1ccccc1)C(=O)NCC(c1ccco1)N1CCN(c2ccccc2F)CC1 (configuration not stated)	1	-8	3	-7	21	3	19	3
6	CCCn1c(SCC(=O)Nc2ccc(S(=O)(=O)N(C)C)cc2)n[nH]c1=O	-9	-2	6	0	-3	15	7	0
7	O=[N+]([O-])c1ccccc1/C=N/N1CCN(Cc2ccccc2)CC1	16	-13	-5	-8	-14	-33	-15	-1
8	CCn1c(SCC(=O)Nc2ccc(NC(=O)c3ccco3)cc2)nnc1-c1cccs1	4	21	3	4	-4	-3	-14	2
9	COc1ccc(NC(=S)Nc2ccccc2C(F)(F)F)cc1	5	1	2	-3	-6	-4	4	7
10	c1coc(CNCC2OCCc3ccccc32)c1 (configuration not stated)	-5	7	-2	-17	-4	-1	2	5
11	O=C(CSCc1nc2ccccc2[nH]1)Nc1ccc(Oc2ccccc2)cc1	13	17	8	4	27	20	6	-1
12	O=C(NNC(=O)C1CCC(C(=O)NNC(=O)c2cccs2)CC1)c1cccs1 (configuration not stated)	-20	23	1	-2	9	30	17	4
13	CC(=O)N(CCCN(C)C)CCC(C)CCC=C(C)C (configuration not stated)	-31	2	2	-7	-15	7	-50	3
14	Cc1c(/C(Cc2ccccc2)=N/O)c2ccccc2n1C	13	-4	-12	-5	-6	-4	12	-9
15	CS(=O)(=O)N1CCN(c2ccc(NC(=O)c3cc4ccccc4o3)cc2)CC1	1	-4	18	0	-38	-35	-35	-1
16	COn1c(SC2CCCCC2)nc2ccccc2c1=O	0	1	-7	8	4	-2	0	-4
17	O=C(C1=NOC(CNc2ncc(C(F)(F)F)cc2Cl)C1)N1CCOCC1 (configuration not stated)	4	0	-8	10	-6	2	-10	-3
18	COc1cc(OC)c(NS(=O)(=O)c2cn(C)cn2)cc1Cl	0	-2	-6	1	-6	-11	-4	5
19	CC1C(C)C(O)(c2ccccc2)CCN1C (configuration not stated)	-4	6	6	1	-6	-2	-5	-2
20	CCOCCCNC(=O)c1cc(Sc2ccc(C)cc2)nc2ccccc12	6	-3	-16	8	6	11	16	-1
21	O=C(NCCc1nnc2ccc(N3CCCCCC3)nn12)c1ccccc1F	3	-2	-5	-1	-10	-7	4	0
22	O=C(NCc1ccco1)c1cc2c(s1)CSC2	-8	14	5	6	12	-5	1	5
23	C=CC[C@H](CC(=O)N(CCO)Cc1ccccc1)C(=O)N[C@H](COC(=O)[C@H](CC=C)CC(=O)OC(C)(C)C)Cc1ccccc1	25	6	7	0	-5	-4	-9	1
24	Cc1oc(-c2ccccc2F)nc1CS(=O)CC(=O)NCc1ccc2c(c1)OCO2 (configuration not stated)	16	6	-2	1	2	-16	9	3
25	Cc1ccc(-c2nc(CN(C)C3CCOCC3)c(C)o2)s1	-10	0	2	-10	-11	7	7	4
26	CCC(NC(=O)Nc1cc(C)on1)(C(F)(F)F)C(F)(F)F	-4	1	3	2	4	5	-29	2
27	N#Cc1ccccc1COC(=O)c1cccc(S(=O)(=O)N2CCCC2)c1	-1	8	7	0	13	-2	18	4
28	Cc1ccc(S(=O)(=O)N2[C@@H](c3ccc(Br)cc3)C(C(=O)O)=CC[C@H]2c2ccc(C(C)C)cc2)cc1	18	-37	8	7	-13	5	-6	-8
29	COc1cc(C=Nc2cccc([N+](=O)[O-])c2C)ccc1OC(C)=O	-2	6	3	3	7	-6	12	-2
30	O=C(c1cnc(-c2ccc(Cl)cc2)s1)c1ccc(Cl)cc1Cl	5	-5	-3	-1	-21	-8	7	10

# Quoted from above, entries 1–6
nr	Molecule	Apaf-1 inh	UBC13 polyUb	SENP8 block	HKDC1 inh	Jurkat NFkB inh	Gli-Sufu block	697 NFkB inh	SENP7 inh
1	CCOc1ccccc1NC(=O)C(OC(=O)c1ccc(N(C)C)cc1)c1ccccc1 (configuration not stated)	2	26	-6	-7	7	21	27	2
2	COc1ccc(CN2CCNC(=O)C2CC(=O)N(C)Cc2cc(C)no2)cc1OC (configuration not stated)	-13	4	0	-5	6	-5	15	4
3	CNC(=O)NC(=O)CSc1nc2cc(C(=O)OC)ccc2c(=O)n1-c1ccccc1	-15	-4	-7	-11	-1	-3	-3	6
4	Cc1cc(C)c(C)c(S(=O)(=O)N2CCSCC2)c1C	-7	4	0	-4	6	-1	9	0
5	O=C(NCc1ccccc1)C(=O)NCC(c1ccco1)N1CCN(c2ccccc2F)CC1 (configuration not stated)	1	-8	3	-7	21	3	19	3
6	CCCn1c(SCC(=O)Nc2ccc(S(=O)(=O)N(C)C)cc2)n[nH]c1=O	-9	-2	6	0	-3	15	7	0

# Further compounds follow.
nr	Molecule	Apaf-1 inh	UBC13 polyUb	SENP8 block	HKDC1 inh	Jurkat NFkB inh	Gli-Sufu block	697 NFkB inh	SENP7 inh
31	COc1ccc(/C=C2\SC(=O)N(CCNC(=O)Cn3cnnn3)C2=O)cc1	-3	-12	-22	-9	-88	-22	-103	-8
32	CCCc1cc2c(=O)n(NC(=O)c3nn(C)cc3[N+](=O)[O-])c(C)nc2s1	14	2	-6	-15	-3	0	8	4
33	O=C(Nc1cc(C(F)(F)F)ccc1N1CCOCC1)c1cncc(Br)c1	4	-1	-2	-8	-3	11	-13	-9
34	CCN(CC)S(=O)(=O)c1ccc(N2CCCC2)c(NC(=O)c2ccccc2OC)c1	-15	2	-5	-20	-17	9	-3	7
35	Cc1ccc(-c2sc(-c3cccnc3)nc2CC(=O)O)cc1	2	-6	-12	-1	1	1	16	-5
36	COc1ccccc1NC(=O)C12CCC(C)(C(=O)C1)C2(C)C (configuration not stated)	6	-4	-5	-9	-7	-1	-5	10
37	O=C1CSC(c2ccc(Cl)cc2Cl)N1c1ccccn1 (configuration not stated)	-1	-3	1	-1	8	-1	5	11
38	Cc1cc(Br)cc2cn[nH]c12	1	4	1	3	-15	7	27	1
39	Cc1cc(C)n2nc(SCCOc3ccccc3F)nc2n1	-30	15	0	6	-17	-10	-17	-3
40	Cc1occc1C(=O)NCc1ccccn1	1	8	-3	-2	13	2	7	5
41	C[C@@H]1CN([C@@H](C)CO)C(=O)c2cccc(NC(=O)c3ccncc3)c2O[C@@H]1CN(C)Cc1ccc(-c2ccccc2)cc1	18	7	8	0	12	-6	-14	11
42	CC(=O)Nc1cccc(NC(=O)CSc2nc(=O)n(Cc3ccncc3)c3c2CCC3)c1	8	0	1	1	-9	1	6	1
43	CCOC(=O)N/N=C/c1ccccc1F	-8	2	-9	-8	-58	-1	-59	-12
44	O=C(c1cc(-c2ccccc2)on1)N1CCCCCC1	11	-2	-2	-5	-103	-83	-134	5
45	COc1ccc(C2SCC(C(=O)NCc3ccc(F)cc3)N2C(C)=O)cc1 (configuration not stated)	4	-11	-9	3	4	4	1	-5
46	CCCNC(=O)CN1C(=O)NC(Cc2c[nH]c3ccccc23)C1=O (configuration not stated)	-10	5	1	-3	2	-10	17	3
47	COc1ccccc1-c1cn(S(=O)(=O)c2ccc(F)cc2)nc1N	4	3	1	-1	6	10	1	0
48	O=C(CSc1nnc(NC(=O)c2c(F)cccc2F)s1)Nc1ccccc1F	-9	-3	1	0	-15	-13	9	-6
49	CC1=C(C#N)C(=O)N(C2CCS(=O)(=O)C2)C(=O)/C1=C\c1ccc(C)o1 (configuration not stated)	15	-7	9	nt	8	nt	6	13
50	O=C(NCc1ccccc1)c1nnc(CS(=O)(=O)c2ccccc2)o1	0	-2	-2	-5	5	-5	9	-3
51	Cc1ccc(-c2nc3ccccc3o2)cc1NC(=O)Cc1cccs1	5	1	-11	-5	7	-3	6	-12
52	CCc1ccc(OCC(=O)Nc2ccc(N3CCN(S(C)(=O)=O)CC3)cc2)cc1	-10	0	11	-8	-13	-2	-8	5
53	O=C(CN1CCN(C(=O)c2ccccc2)CC1)Nc1ccc(Cl)cc1F	0	-2	1	3	18	8	0	10
54	O=C(COc1coc(CN2CCN(Cc3ccccc3)CC2)cc1=O)Nc1ccccc1	5	-3	-1	4	4	9	9	3
55	CCc1ccc2[nH]c(=O)c(CN(CC3CCCO3)C(=S)NCc3ccco3)cc2c1 (configuration not stated)	4	8	-5	1	9	4	11	-7
56	C#CCOCCOCCOCCNc1nc(N2CCN(C(=O)[C@H](CCCCN)n3cc([C@@H](N)[C@H](C)CC)nn3)CC2)nc(N2CCN(C(=O)[C@H](CCC(=O)O)n3cc([C@@H](N)CCSC)nn3)CC2)n1	-9	16	-1	-5	11	6	1	-2
57	CSc1ncc(C(=O)Nc2cccnc2)c(C(F)(F)F)n1	1	8	5	1	-3	3	0	7
58	Cc1cc(C)nc(NC(=O)c2cc3ccccc3o2)n1	-23	-1	-7	-12	-1	-4	17	2
59	CN(C)c1ccc(C(=O)Nc2cccc(S(=O)(=O)N3CCCC3)c2)cc1	-6	2	-13	-3	-25	-22	-6	0
60	O=C(NCCc1nc2ccccc2[nH]1)/C(=C/c1ccc2c(c1)OCO2)NC(=O)c1ccccc1	-3	-2	3	2	-8	2	15	-8
61	CCOc1nc(-c2ccc(OC)cc2)ccc1-c1noc(C)n1	4	17	6	3	2	-6	1	2
62	COc1cc(NC(=O)c2noc3c2CCCC3)c(OC)cc1Cl	6	-8	-6	-20	-10	-1	32	-13
63	O=C(NNc1nc2cc3c(cc2s1)OCO3)c1ccc(F)cc1	10	-4	-14	-9	-11	-18	5	6
64	COCCCNC(=O)C[C@H]1C[C@H](C(=O)N2CCOCC2)[C@@]2(CCC3CCCC3)c3[nH]c4cc(CCC(=O)N(C)C)ccc4c3CCN2C1=O	10	nt	nt	-2	nt	1	15	6
65	O=C(O)Cn1c(C(F)(F)F)nc2ccccc21	-13	-11	-7	-11	3	-2	12	-9
66	c1ccc(Cc2cc[n+](Cc3ccccn3)cc2)cc1	-19	5	2	-5	8	-2	6	-5
67	Cc1ccccc1NC(=O)c1ccc(OCc2c(C)noc2C)cc1	-2	8	3	-4	5	2	9	-1
68	Cc1ccc(S(=O)(=O)CC(=O)Nc2nnc(C(C)C)s2)cc1	11	-3	2	-1	-29	21	8	6
69	CCC(Oc1ccccc1)C(=O)Nc1ccccc1OC (configuration not stated)	9	8	-13	-4	-13	8	-1	-8
70	COCC(=O)Nc1ccccc1C(=O)Nc1ccc(OC)cc1	0	6	4	-4	-35	-83	-17	-3
71	Cc1ccc(NC(=O)CCC(=O)N/N=C/c2coc3ccccc3c2=O)cc1	-10	27	3	-7	4	-2	18	3
72	O=C(NCC1CCCO1)c1ccc(OC2CCN(C(=O)C3CC3)CC2)cc1 (configuration not stated)	-11	-6	6	0	-6	-21	7	6
73	Cc1ccccc1C(=O)Nc1ccnn1C1CCN(Cc2ccc(CO)o2)CC1	1	-1	5	-5	0	-11	-3	-1
74	O=C(CSc1ncccn1)Nc1cccc2ccccc12	1	5	2	3	-13	-17	9	1
75	O=C(CCCNS(=O)(=O)c1cccc2nsnc12)NCCc1ccccc1	4	0	-9	0	-6	-4	-9	-13
76	CCOC(=O)c1cc(C(=O)OCC)c2cc(Br)ccc2n1	0	-73	-2	3	2	0	19	-5
77	CCOc1ccccc1NC(=O)C(=O)CC(=O)c1cccc(OC)c1	11	-15	-4	-2	-9	3	5	-4
